CYP2C19 inh – human CYP2C19 inhibition; AID 778; inhibition, % at 5 µM; P33261; CYP2C19 Supersomes, luciferin-H EGE luminescence, 30 min; 21% of 96,000 active;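 active = CYP2C19 inhibition above a set limit at 5 µM in the primary screen, cut at about 50% in these data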;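 note: plate controls were negative control wells for no effect and 2.5 mM tranylcypromine positive control for full effect; values of inactives mirror those of a sister screen read the other way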
Target sequence (P33261 whole entry, looked up): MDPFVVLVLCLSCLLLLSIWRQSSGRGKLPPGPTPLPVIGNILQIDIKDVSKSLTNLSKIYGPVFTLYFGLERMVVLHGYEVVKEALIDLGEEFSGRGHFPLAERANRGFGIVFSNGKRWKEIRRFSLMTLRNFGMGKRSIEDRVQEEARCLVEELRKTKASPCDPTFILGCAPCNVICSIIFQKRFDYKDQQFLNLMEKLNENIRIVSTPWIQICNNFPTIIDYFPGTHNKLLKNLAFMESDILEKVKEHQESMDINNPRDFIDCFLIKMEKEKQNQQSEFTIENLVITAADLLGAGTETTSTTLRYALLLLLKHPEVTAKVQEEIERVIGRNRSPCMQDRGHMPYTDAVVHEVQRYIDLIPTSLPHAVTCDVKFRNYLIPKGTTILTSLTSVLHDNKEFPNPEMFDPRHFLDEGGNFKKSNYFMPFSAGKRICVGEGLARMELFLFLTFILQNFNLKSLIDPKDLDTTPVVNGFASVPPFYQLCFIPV
PLAP act – activates human placental alkaline phosphatase. AID 696. P05187. purified PLAP enzyme, luminescent substrate read-out; hits give high values. activation fold at 20 µM. 1.2% of 96,000 active; in the data active = activation fold above about 2
EphB4 ephrin blk – EphB4-ephrin-B2 interaction antagonism. P54760. EphB4 LBD / TNYL-RAW-Alexa532 peptide, fluorescence polarization. inhibition, % at 7 µM. 0.15% of 97,000 active. AID 720;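 active = inhibition above the screen-wide mean inhibition plus 3 SD, cut at about 15% in these data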;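 note: 0% = DMSO wells and 100% = excess unlabeled TNYL-RAW peptide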
CYP2C19 activ – cytochrome P450 2C19 (human) activation; P33261; recombinant CYP2C19, luciferin-H EGE luminescence; hits give high values; 0 = fully inhibited enzyme, 1 = untreated enzyme; activation factor at 5 µM; 96,000 tested, under 10 active;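 active = activation factor of at least 2 at 5 µM in the primary screen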;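 note: 0 = wells with 2.5 mM tranylcypromine and 1 = vehicle-only wells; values of inactives mirror those of a sister screen read the other way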
CYP2C9 inh – inhibitors of human CYP2C9. P11712. CYP2C9 Supersomes, luciferin-H conversion, luminescence. inhibition, % at 5 µM. 20% of 96,000 active;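 active = blocking of liver enzyme CYP2C9 beyond about 50% at 5 µM, limit read from the data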; note: values of inactives mirror those of a sister screen read the other way
Target sequence (P11712 whole entry, looked up): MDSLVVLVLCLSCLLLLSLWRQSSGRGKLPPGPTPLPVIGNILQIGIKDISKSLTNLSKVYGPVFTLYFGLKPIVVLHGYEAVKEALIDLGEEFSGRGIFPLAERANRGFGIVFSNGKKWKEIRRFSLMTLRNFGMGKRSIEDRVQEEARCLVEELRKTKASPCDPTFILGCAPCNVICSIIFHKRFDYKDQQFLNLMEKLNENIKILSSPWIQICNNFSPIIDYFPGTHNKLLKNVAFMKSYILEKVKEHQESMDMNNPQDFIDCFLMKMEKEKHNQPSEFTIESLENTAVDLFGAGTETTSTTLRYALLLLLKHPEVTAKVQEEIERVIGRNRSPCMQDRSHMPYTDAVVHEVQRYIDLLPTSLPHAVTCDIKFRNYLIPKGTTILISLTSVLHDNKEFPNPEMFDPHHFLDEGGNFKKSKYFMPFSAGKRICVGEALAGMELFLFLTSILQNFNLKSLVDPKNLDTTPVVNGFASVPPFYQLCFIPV
PLK1 kinase inh – PLK1 (human) kinase inhibition | P53350 | recombinant PLK1 kinase, TR-FRET peptide phosphorylation | inhibition, % at 10 µM | 0.53% of 97,000 active | AID 619;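 active = inhibition of 50% or more in the single-concentration screen; inactive = inhibition below 50%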;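 note: 0% = DMSO max control and 100% = H-89 dihydrochloride min control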
Rev-RRE block – inhibitors of HIV-1 Rev-RRE RNA interaction. 0.79% of 97,000 active. P05866. Rev peptide-RRE RNA binding, FRET. inhibition, % at 8 µM;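 active = inhibition above the screen-wide mean plus 3 SD, cut at about 35% in these data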;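 note: 0% = median DMSO wells and 100% = median Neomycin B control wells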
Target sequence (P05866 whole entry, looked up): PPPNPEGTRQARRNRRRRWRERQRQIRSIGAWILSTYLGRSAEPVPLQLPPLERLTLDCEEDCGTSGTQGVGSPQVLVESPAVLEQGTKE
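Assay system: labelled RRE RNA duplex and labelled Rev peptide / Medium: HEPES pH 7.5 salt buffer with EDTA / Reagent: labelled Rev peptide / Schedule: 5 + 15 min at 25 °C / Signal: FRET, excitation 480 nm, emission 540 nm donor and 671 nm acceptor / Benchmarks: DMSO and neomycin B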
CYP2C9 activ – activators of human CYP2C9; activation factor at 5 µM; P11712; AID 1024; recombinant CYP2C9, luciferin-H conversion, luminescence; hits give high values; factor 1 = untreated enzyme, 0 = blocked; 1.4% of 96,000 active;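 active = activation factor of 2 or more for CYP2C9 at a 5 µM dose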;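 note: 0 = sulfaphenazole-blocked wells and 1 = vehicle-only wells; values of inactives mirror those of a sister screen read the other way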
PLK1 PBD inh – Plk1 (human) PBD binding inhibition. P53350. Plk1 PBD phosphopeptide binding, fluorescence polarization. inhibition, %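 (tested at about 20 µM)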. 0.13% of 97,000 active. AID 693; in the data active = inhibition above about 34%, passing the limit was not always enough
* marks the source's active call; other numbers are inactive results; nt = not tested or not shown.

CYP2C19 inh	PLAP act	EphB4 ephrin blk	SMILES	CYP2C19 activ	CYP2C9 inh	PLK1 kinase inh	Rev-RRE block	CYP2C9 activ	PLK1 PBD inh
11.6	1.1	-5.5	O=C(CSc1nc(-c2ccco2)cc(C(F)(F)F)n1)Nc1ccc2c(c1)CCC2	0.9	35.8	-13.0	7.6	0.6	0.7
84.0*	1.7	1.6	C=CCOc1ccc2ccccc2c1CNc1ncn[nH]1	0.2	62.1*	-7.6	3.6	0.4	7.5
3.2	0.7	3.0	COc1ccc(Nc2nc3ccccc3n3nnnc23)cc1	1	14.9	-6.0	14.2	0.9	5.7
nt	nt	-1.3	Cc1ccc(NC(=S)NCC2CCCO2)cc1C (stereo unspecified)	nt	nt	4.5	-0.7	nt	10.3
14.1	1.3	10.7	CCC(C(=O)Nc1ccccc1C(=O)N1CCOCC1)N1C(=O)c2ccccc2C1=O (stereo unspecified)	0.9	17.5	1.8	-1.1	0.8	3.8
42.8	0.9	3.6	CCCN1CCN(S(=O)(=O)c2ccc(OC)c(Br)c2)CC1	0.6	-74.0	-7.5	1.3	1.7	13.7
75.2*	1.2	0.6	Nc1nnc(SCc2ccccc2F)n1-c1ccccc1	0.2	-7.1	-0.5	4.6	1.1	-3.1
1.4	1.1	1.4	COc1cc2oc3ccccc3c2cc1N(CC(=O)N1CCCCC1)S(=O)(=O)c1ccc(C)cc1	1	38.1	-7.0	4.3	0.6	18.2
-7.4	1	-7.2	CC(=NC1CCN(Cc2ccccc2)CC1)c1c(O)[nH]c(=O)[nH]c1=O	1.1	-1.3	-8.0	3.5	1	-25.5
-0.9	1.1	-4.5	Cc1ccc2cccc(S(=O)(=O)Nc3c(C)n(C)n(-c4ccccc4)c3=O)c2n1	1	-12.9	-5.3	1.0	1.1	23.6
12.9	0.8	-0.9	Cc1ccc(C)c(OCCn2cc(/C=C(\C#N)C(=O)NCc3cccs3)c3ccccc32)c1	0.9	77.8*	-10.0	4.9	0.2	-4.5
10.2	1	-0.4	CCCCSc1nc(N)c(C#N)c(-c2cccs2)c1C#N	0.9	19.6	-9.3	12.9	0.8	-24.0
20.7	1.1	2.0	Cc1ccc(C(=O)CSc2nnc(-c3ccco3)n2CC2CCCO2)cc1 (stereo unspecified)	0.8	2.1	-5.9	2.9	1	12.3
nt	nt	0.7	Cc1cc(NC(=O)CCC(=O)N(Cc2cccs2)C(C(=O)NC2CCCC2)c2ccccc2)no1 (stereo unspecified)	nt	nt	9.1	6.0	nt	-1.6
83.4*	1.1	4.7	Cc1cc(N2CCN(C(=O)c3ccco3)CC2)n2nc(-c3cccc(F)c3)cc2n1	0.2	87.5*	-1.9	8.0	0.1	3.0
33.0	1.4	2.3	COC(=O)c1c(NC(=O)CN2CCN(C(=O)c3ccco3)CC2)c2cc(C)ccc2n1C	0.7	31.3	-1.5	5.2	0.7	9.0
2.7	1	-1.2	O=C(Cc1cccc2ccccc12)OCn1nnc2ccccc2c1=O	1	-14.8	-4.2	8.5	1.1	-28.0
-7.5	0.9	nt	Cn1nc(CC(=O)Nc2cccnc2N2CCOCC2)c2ccccc2c1=O	1.1	-9.1	nt	nt	1.1	nt
14.5	0.8	-6.0	CNc1nnc(CSc2nc(C)cc(C)n2)s1	0.9	-10.3	-6.3	2.1	1.1	-39.2
28.3	0.9	-8.8	Cc1ccc2c(SCC(=O)NCc3ccco3)nc(-c3ccc(F)cc3)nc2c1	0.7	89.4*	-9.9	5.6	0.1	15.4

Some of the entries so far, with two lines to a compound.
Every second line gives: CYP2C19 inh, PLAP act, EphB4 ephrin blk, CYP2C19 activ, CYP2C9 inh, PLK1 kinase inh, Rev-RRE block, CYP2C9 activ, PLK1 PBD inh
O=C(CSc1nc(-c2ccco2)cc(C(F)(F)F)n1)Nc1ccc2c(c1)CCC2
→ 11.6, 1.1, -5.5, 0.9, 35.8, -13.0, 7.6, 0.6, 0.7
C=CCOc1ccc2ccccc2c1CNc1ncn[nH]1
→ 84.0*, 1.7, 1.6, 0.2, 62.1*, -7.6, 3.6, 0.4, 7.5
COc1ccc(Nc2nc3ccccc3n3nnnc23)cc1
→ 3.2, 0.7, 3.0, 1, 14.9, -6.0, 14.2, 0.9, 5.7
Cc1ccc(NC(=S)NCC2CCCO2)cc1C (stereo unspecified)
→ nt, nt, -1.3, nt, nt, 4.5, -0.7, nt, 10.3
CCC(C(=O)Nc1ccccc1C(=O)N1CCOCC1)N1C(=O)c2ccccc2C1=O (stereo unspecified)
→ 14.1, 1.3, 10.7, 0.9, 17.5, 1.8, -1.1, 0.8, 3.8
CCCN1CCN(S(=O)(=O)c2ccc(OC)c(Br)c2)CC1
→ 42.8, 0.9, 3.6, 0.6, -74.0, -7.5, 1.3, 1.7, 13.7
Nc1nnc(SCc2ccccc2F)n1-c1ccccc1
→ 75.2*, 1.2, 0.6, 0.2, -7.1, -0.5, 4.6, 1.1, -3.1
COc1cc2oc3ccccc3c2cc1N(CC(=O)N1CCCCC1)S(=O)(=O)c1ccc(C)cc1
→ 1.4, 1.1, 1.4, 1, 38.1, -7.0, 4.3, 0.6, 18.2

Following part:
CYP2C19 inh	PLAP act	EphB4 ephrin blk	SMILES	CYP2C19 activ	CYP2C9 inh	PLK1 kinase inh	Rev-RRE block	CYP2C9 activ	PLK1 PBD inh
21.3	0.8	-0.8	N/C(COc1ccccc1)=N\NS(=O)(=O)c1ccccc1	0.8	-19.0	1.6	19.4	1.2	-23.7
99.7*	1.1	-5.4	O=S(=O)(Nc1ccc(Cc2ccncc2)cc1)c1cccs1	0	99.2*	-16.8	3.0	0	-8.6
8.2	1.8	-3.1	CN(c1ccccc1C(=O)Nc1ccc(S(=O)(=O)N2CCCC2)cc1)S(C)(=O)=O	0.9	63.9*	-6.8	2.0	0.4	6.5
36.3	0.9	0.4	COc1ccc(-n2nnc3c(=O)n(Cc4cc(C)ccc4C)cnc32)cc1	0.6	72.1*	-12.3	4.3	0.3	-5.2
-5.6	0.9	1.6	O=C(Nc1ccc(F)cc1F)c1ccco1	1.1	5.5	-6.7	3.0	0.9	-4.7
-4.9	1	-0.5	O=C1COc2ccccc2CN1	1	-3.7	-9.8	1.8	1	-9.5
8.9	1.1	-8.7	COc1ccc(C(C(=O)OCCN(C)C)c2ccccc2)cc1 (stereo unspecified)	0.9	-2.8	1.7	4.2	1	13.4
8.9	1	3.9	COc1cc(/C=c2\sc3n(c2=O)CCCN=3)ccc1O	0.9	17.2	-8.7	10.3	0.8	-3.4
62.1*	1.1	-0.3	Cn1c(SCc2ccccc2F)nnc1-c1cnccn1	0.4	-3.5	-7.4	0.2	1	1.9
9.4	1.5	2.2	COc1cc2c(cc1NC(=O)CC1SC(N3CCCC3)=NC1=O)oc1ccccc12 (stereo unspecified)	0.9	4.1	-12.6	1.7	1	-22.1
-6.6	0.9	-3.5	O=C(O)C1CCC(=O)N1Cc1ccc(F)cc1 (stereo unspecified)	1.1	-7.5	-2.2	8.4	1.1	-13.9
33.3	1	0.2	CCOC(=O)c1c(C)nc(-c2ccccc2)nc1NC(=O)CC	0.7	22.1	-7.2	1.9	0.8	-0.1
nt	nt	10.1	CCC(C)(C)NC(=O)C(c1ccc(OC)cc1)N(CC1CCCO1)C(=O)CCC(=O)Nc1cc(C)on1 (stereo unspecified)	nt	nt	-3.3	0.4	nt	-17.8
53.0*	1	6.4	c1ccc(-c2nnc(CN3CCC4(CC3)OCCO4)o2)cc1	0.5	3.0	-7.7	3.9	1	-5.3
12.7	1.2	-7.6	CC(c1ccco1)N(C(=O)C12CC3CC(CC(C3)C1)C2)c1ccccn1 (stereo unspecified)	0.9	-21.8	-11.4	12.0	1.2	0.2
90.7*	1.1	-8.8	O=C(Cn1c(SCC(=O)NC2CCCC2)nnc1-c1ccncc1)Nc1ccc2c(c1)OCO2	0.1	90.6*	-5.8	3.4	0.1	-13.6
66.2*	1.2	6.3	O=C(NNC(=S)Nc1ccccc1)c1cccc(Br)c1	0.3	62.2*	-5.7	5.6	0.4	2.5
58.5*	1.7	-1.1	CC(C)n1c(N2CCN(CC(=O)Nc3ccc4c(c3)OCCO4)CC2)nc2ccccc21	0.4	26.1	-0.7	4.0	0.7	2.8
28.0	1	0.7	CCOC(=O)c1ccc(COC(=O)c2nonc2N)cc1	0.7	44.6	9.0	-0.3	0.6	-1.9
26.2	1	2.4	CCOc1ccc(-c2onc(C(F)(F)F)c2-c2cscn2)c(O)c1	0.7	-77.8	-10.9	7.7	1.8	-10.3
26.4	1	-7.5	CCCCOc1ncnc2c1[nH]c1ccc(OCC)cc12	0.7	41.3	-10.8	-2.8	0.6	18.5
44.1	0.9	-5.9	O=C(CCNS(=O)(=O)c1ccc(Cl)cc1)NCc1cccnc1	0.6	23.7	-7.2	2.1	0.8	-0.6
47.2	1	6.2	O=c1[nH]c(CSc2nnc(-c3ccncc3)n2Cc2ccco2)nc2ccccc12	0.5	56.2*	2.8	8.5	0.4	1.6
19.9	1.1	3.1	Cc1ccc(O)c(C(=O)c2cnc3c(c2)CN(C)C(=O)N3)c1	0.8	28.9	-11.9	1.3	0.7	6.0
24.1	0.9	1.6	COC(=O)CN(c1ccccc1)S(=O)(=O)c1ccccc1	0.8	37.7	-8.3	0.6	0.6	-4.0
45.0	0.9	-6.4	CC(=O)c1cccc(NC(=O)N2CCCC2C(=O)Nc2cccc(C)c2)c1 (stereo unspecified)	0.6	53.0*	3.8	-0.6	0.5	-12.1
18.1	0.9	-0.1	CCn1c(SCC(=O)C(C)(C)C)nnc1-c1ccccc1OC	0.8	-3.2	-12.1	4.7	1	14.1
-13.1	1	-4.2	O=C(Nc1ccccn1)NC1CCS(=O)(=O)C1 (stereo unspecified)	1.1	-13.1	-13.9	4.2	1.1	8.5
20.5	0.8	1.0	COc1ccc(OC)c(NC(=O)COC(=O)c2c3c(nc4ccccc24)CCCC3)c1	0.8	51.6*	-7.9	6.2	0.5	-17.9
15.1	0.9	7.9	O=C(NCc1ccc(N2CCCC2=O)cc1)c1cnccn1	0.8	-1.6	-12.8	3.4	1	-16.5
-15.0	1	-0.4	CCOC(=O)N1CCN(C(=O)C2CCN(S(C)(=O)=O)CC2)CC1	1.1	-10.2	-10.3	13.4	1.1	2.7
14.0	1.1	nt	c1coc(-c2nc3ccccc3nc2-c2ccco2)c1	0.9	32.0	nt	nt	0.7	nt
85.7*	1.4	-1.6	COc1ccc(-c2cn3c4c(sc3n2)CCCC4)cc1	0.1	78.3*	-36.5	3.7	0.2	7.0
6.8	1	-5.6	CC(C)CNC(=O)c1cc(-c2ccco2)on1	0.9	-35.9	-5.8	3.0	1.4	12.7
99.4*	1	6.6	COc1ccc(F)cc1S(=O)(=O)N1CCCN(S(=O)(=O)c2cc(F)ccc2OC)CC1	0	-33.5	-4.2	17.4	1.3	-12.8
nt	nt	-7.9	CCCCCn1c(=O)[nH]c2cc(C(=O)NCCCN3CCCCC3)ccc2c1=O	nt	nt	-13.8	10.4	nt	-9.7
-6.3	1.1	1.0	CCCC(=O)Nc1nc2nc(-c3ccccc3)cc(=O)n2[nH]1	1.1	14.3	-8.6	5.1	0.9	-6.3
3.0	0.8	-11.6	Cc1nc2ccccc2n1/N=C/c1cccnc1	1	14.2	-2.4	1.3	0.9	-12.6
12.3	1	-0.5	Cc1csc(SCC(=O)N2CCN(S(=O)(=O)c3ccc(Cl)cc3)CC2)n1	0.9	2.9	-16.4	-1.5	1	11.2
-12.8	1	-7.2	COc1ccc(N2C(=O)C3ON(C4SC(=S)N(C)C4(C)C)C(c4ccc([N+](=O)[O-])cc4)C3C2=O)cc1 (stereo unspecified)	1.1	-9.2	-8.6	-4.8	1.1	-23.4

Screens (PubChem BioAssay)
